POLI inh: DNA polymerase iota (human) inhibition. AID 588590. Potency, µM (top dose mostly 115 µM), without a hit: top-dose activity, negative = inhibition, most hits filed as inhibitors. Pol iota fluorescent replication assay, 10 min. 1% of 390,000 active
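Fluorescent replication assay read twice, at 0 min and 10 min after adding 50 nM (final) substrate. Enzyme (10 nM) and compounds were first incubated 15 min at room temperature; enzyme-free buffer wells were negative controls.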
BAZ2B inh: blocks human BAZ2B | Q9UIF8 | AlphaScreen BAZ2B-H3K14Ac peptide displacement | Potency, µM (series often up to 114 µM), for inactives: at the top dose activity change, negative = inhibition, usual class: inhibitors | 4.4% of 360,000 active; also: % is scaled to controls: 0 for no effect and ±100 for the full control effect; nearly all actives have a fitted effect of over 60% in size
Target sequence (Q9UIF8 whole entry, looked up): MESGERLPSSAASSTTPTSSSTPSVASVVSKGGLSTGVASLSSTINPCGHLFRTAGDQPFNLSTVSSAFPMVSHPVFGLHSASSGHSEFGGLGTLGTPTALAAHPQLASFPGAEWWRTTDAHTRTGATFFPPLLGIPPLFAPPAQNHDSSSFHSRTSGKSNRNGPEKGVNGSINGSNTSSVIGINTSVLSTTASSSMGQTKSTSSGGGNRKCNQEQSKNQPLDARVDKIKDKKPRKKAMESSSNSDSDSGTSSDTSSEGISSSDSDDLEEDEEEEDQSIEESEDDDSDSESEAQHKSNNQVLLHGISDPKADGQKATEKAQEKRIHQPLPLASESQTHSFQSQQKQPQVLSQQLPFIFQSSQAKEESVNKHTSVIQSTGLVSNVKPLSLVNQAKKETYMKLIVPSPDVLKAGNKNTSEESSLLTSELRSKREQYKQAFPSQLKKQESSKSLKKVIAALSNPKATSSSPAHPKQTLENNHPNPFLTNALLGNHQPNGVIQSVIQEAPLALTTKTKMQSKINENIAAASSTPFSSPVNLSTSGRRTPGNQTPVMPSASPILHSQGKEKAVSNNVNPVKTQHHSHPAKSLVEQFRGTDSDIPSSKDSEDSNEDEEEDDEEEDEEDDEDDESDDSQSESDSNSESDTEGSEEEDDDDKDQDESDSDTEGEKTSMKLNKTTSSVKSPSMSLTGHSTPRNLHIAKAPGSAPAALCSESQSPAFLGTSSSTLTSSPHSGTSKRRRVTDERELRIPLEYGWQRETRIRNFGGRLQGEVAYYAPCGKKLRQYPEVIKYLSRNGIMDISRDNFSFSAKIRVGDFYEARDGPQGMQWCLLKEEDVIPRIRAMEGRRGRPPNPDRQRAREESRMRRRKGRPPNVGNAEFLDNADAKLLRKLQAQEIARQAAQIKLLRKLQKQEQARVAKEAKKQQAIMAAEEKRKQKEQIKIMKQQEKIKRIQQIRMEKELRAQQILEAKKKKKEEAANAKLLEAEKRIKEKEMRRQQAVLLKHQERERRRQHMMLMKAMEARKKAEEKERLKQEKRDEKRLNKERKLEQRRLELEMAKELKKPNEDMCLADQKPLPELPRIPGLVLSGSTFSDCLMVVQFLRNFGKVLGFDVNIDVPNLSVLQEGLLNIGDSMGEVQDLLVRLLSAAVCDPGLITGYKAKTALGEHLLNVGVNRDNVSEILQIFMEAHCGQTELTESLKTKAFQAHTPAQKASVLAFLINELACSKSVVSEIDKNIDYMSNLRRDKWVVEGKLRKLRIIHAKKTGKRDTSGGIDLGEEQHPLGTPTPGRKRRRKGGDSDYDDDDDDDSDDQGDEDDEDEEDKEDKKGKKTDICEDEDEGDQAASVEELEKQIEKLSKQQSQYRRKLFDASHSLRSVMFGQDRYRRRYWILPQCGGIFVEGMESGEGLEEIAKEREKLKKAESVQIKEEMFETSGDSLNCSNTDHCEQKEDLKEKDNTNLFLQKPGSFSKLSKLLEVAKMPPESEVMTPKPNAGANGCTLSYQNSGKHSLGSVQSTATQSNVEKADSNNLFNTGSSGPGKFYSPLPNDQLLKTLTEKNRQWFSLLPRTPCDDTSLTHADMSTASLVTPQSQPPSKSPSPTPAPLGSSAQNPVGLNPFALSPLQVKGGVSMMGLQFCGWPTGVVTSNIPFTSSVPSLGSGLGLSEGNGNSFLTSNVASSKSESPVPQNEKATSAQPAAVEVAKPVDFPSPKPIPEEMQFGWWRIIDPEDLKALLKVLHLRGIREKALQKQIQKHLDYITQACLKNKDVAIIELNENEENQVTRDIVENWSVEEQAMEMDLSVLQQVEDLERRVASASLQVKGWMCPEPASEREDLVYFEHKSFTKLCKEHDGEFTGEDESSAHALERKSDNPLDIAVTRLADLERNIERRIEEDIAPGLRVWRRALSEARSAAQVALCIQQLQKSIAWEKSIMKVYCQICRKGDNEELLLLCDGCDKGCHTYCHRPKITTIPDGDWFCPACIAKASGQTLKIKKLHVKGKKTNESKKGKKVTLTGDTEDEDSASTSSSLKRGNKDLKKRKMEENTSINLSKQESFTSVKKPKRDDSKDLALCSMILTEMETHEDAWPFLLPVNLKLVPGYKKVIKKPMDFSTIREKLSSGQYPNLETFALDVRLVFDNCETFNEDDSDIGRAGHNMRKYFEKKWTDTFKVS
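Protein-peptide AlphaScreen: BAZ2B 50 nM, b-H3K14Ac 50 nM, 1x PBS pH 7.4 + 0.01% Tween-20. Preincubation 30 min RT; cpd 30 min RT (top 110 uM); beads 20 min RT, light-protected.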
POLB inh: DNA polymerase beta (human) inhibition; 1.3% of 340,000 active; P06746; Potency, µM (series often up to 114 µM), for inactives: at the highest dose activity change, negative = inhibition, usual class: inhibitors; Pol beta primer extension/strand displacement, fluorescence kinetic; also: % is scaled to controls: 0 for no effect and ±100 for the full control effect
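Reaction started by 50 nM substrate onto compound-treated Pol beta (10 nM, 15 min preincubation, room temperature); plates read at 0 min and 10 min. Normalized concentration-effect data fitted by four-parameter Hill equation.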
Pol kappa inh: DNA polymerase kappa (human) inhibition | Potency, µM (doses to about 107 µM), inactives show at the highest dose activity, negative = inhibition, usual class: inhibitors | AID 588579 | 0.53% of 400,000 active | purified Pol kappa, fluorescent DNA synthesis assay, 10 min | Q9UBT6; also: % is scaled to controls: 0 for no effect and ±100 for the full control effect
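Activity was followed as the change in fluorescence between reads at 0 and 10 min after starting the reaction with 50 nM substrate. Beforehand, 10 nM polymerase had been preincubated with compound for 15 min at room temperature.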
POLH inh: DNA polymerase eta (human) inhibition | 1.2% of 390,000 active | Q9Y253 | Potency, µM (highest dose often 114 µM), without a hit: at the highest dose activity change, negative = inhibition, hits mostly inhibitors | AID 588591 | recombinant Pol eta, fluorescent DNA replication assay; also: % is scaled to controls: 0 for no effect and ±100 for the full control effect
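Pol eta (10 nM) was preincubated with compounds for 15 min at room temperature, after which fluorescent replication substrate (50 nM final) was added to start the reaction. Fluorescence was read kinetically at 0 and 10 min.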
JMJD2A Tudor: blocks the human JMJD2A Tudor domain; O75164; AlphaScreen JMJD2A-Tudor / H3K4me3 peptide binding; Potency, µM (highest dose often 114 µM), for inactives: at the top dose activity change, negative = inhibition, actives largely listed as inhibitors; 4.4% of 390,000 active; AID 504339; also: % is scaled to controls: 0 for no effect and ±100 for the full control effect; nearly all actives have a fitted effect of over 50% in size
BLM helicase inh: Bloom syndrome helicase (human) inhibition. recombinant BLM DNA unwinding, fluorescence dequenching. Potency, µM (titrated, usually from 56.1 µM), inactives show at the highest dose activity change, negative = inhibition, usual class: inhibitors. 0.2% of 350,000 active. AID 2528;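 also: plate controls were vehicle for no effect and no enzyme for full effect; nearly all actives have a fitted effect of over 35% in size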
APE1 inh: inhibitors of human APE1 endonuclease; P27695; recombinant APE1, TAMRA/BHQ-2 abasic DNA cleavage fluorescence; Potency, µM (doses to about 65.8 µM), for inactives: top-dose activity change, negative = inhibition, actives largely listed as inhibitors; 0.35% of 350,000 active; AID 2517;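 also: plate controls were vehicle for no effect and reference inhibitor for full effect; nearly all actives have a fitted effect of over 55% in size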
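Step 1: APE1 (0.75 nM) with compound, 15 min RT. Step 2: add 50 nM fluorophore/quencher THF duplex. Step 3: three fluorescence reads 60 s apart (525/598 nm); read 3 minus read 1 = reaction progress.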
G9a block: inhibitors of human histone lysine methyltransferase G9a; Q96KQ7; G9a H3K9 monomethylation, AlphaScreen, 2 h; Potency, µM (titrated, usually from 102 µM), for the others: at the top dose activity, negative = inhibition, hits mostly inhibitors; 8.8% of 350,000 active; also: % is scaled to controls: 0 for no effect and ±100 for the full control effect; nearly all actives have a fitted effect of over 75% in size
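Signal arises when biotinylated H3K9 peptide, once monomethylated, bridges streptavidin donor and antibody-captured acceptor beads. Enzyme at 20 nM was preincubated 15 min with test compounds; peptide 500 nM and SAM 20 uM then reacted for 2 h.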
The depositor's hits bear a star; ? = inconclusive; . = no result given; [ ] = another dose, or the depositor's remark. Calls follow the shape of the dose curve; as a rule, active = well fitted curve in the direction sought with a large enough effect; inconclusive = small, poorly fitted or top-dose-only effect, or another doubt; inactive = no such curve, though single readings can be large; an effect the other way counts as inactive or inconclusive. Potency is read from the fitted curve at half-maximal effect. Only part of the results is shown, so the mix of outcomes need not match the whole.

item	SMILES	POLI inh	BAZ2B inh	POLB inh	Pol kappa inh	POLH inh
1	COC(=O)C(N)Cc1ccc(OC)c([N+](=O)[O-])c1 (stereo not given)	140%[activator]	0%	-29%	-1%	-17%
2	O=C(NCCCN1CCCC1)c1ccc2c(c1)N(Cc1ccccc1F)C(=O)c1ccccc1S2(=O)=O	3%	-23%	-8%	-1%	-12%
3	CCOCCCNC(=O)CN1C(=O)C(CC)Oc2ccccc21 (stereo not given)	16%	3%	0%	-6%	2%
4	COc1ccc2c(c1)C(=O)N1[C@H]3c4cc(Cl)ccc4OC[C@@H]3[C@H](c3ccccc3)[C@]1(C)C(=O)N2	18%	.	.	-12%	-9%
5	CC(C)c1ccc(NC(=O)c2n[nH]c(=O)c3ccccc23)cc1	20%	2%	11%	-1%	-16%
6	CC(=O)N1CCN=C1SCc1ccccc1	10%	8%	22%	15%	-2%
7	CC(C)CCNC(=O)C1CCN(c2nc3ccc(Cl)cc3[nH]2)CC1	6%	2%	25%	-3%[60.1 µM]	-14%
8	CCOc1ccccc1NC(=O)C1CCCCN1S(=O)(=O)c1ccccc1 (stereo not given)	42%[activator]	-1%	.	-10%	-26%

item	JMJD2A Tudor	BLM helicase inh	APE1 inh	G9a block
1	-10%	-2%	4%	.
2	-17%	1%	53%	?
3	-13%	0%	-3%	11%[0.501 µM]
4	-28%	.	-12%	.
5	-8%	2%	-2%	2%
6	-5%	3%	-1%	10%
7	-13%	-2%	.	?
8	1%	.	47%[activator]	13%[2.33 µM]

Later entries
item	SMILES	POLI inh	BAZ2B inh	POLB inh	Pol kappa inh	POLH inh
9	N#Cc1c(NC(=O)C2CC2)sc2c1CCCCC2	?	-35%	-5%	-15%	-17%
10	COc1ccccc1NC(=O)C(=O)NCc1ccccc1Cl	3%	7%	90%	-13%	-5%
11	C#CCOCCOCCOCCNc1nc(N2CCN(C(=O)[C@H](CC(N)=O)n3cc(C(N)[C@@H](C)CC)nn3)CC2)nc(N2CCN(C(=O)[C@H](CCC(=O)O)n3cc([C@@H](N)CCCCN)nn3)CC2)n1 (stereo not given in full)	-8%	.	.	-10%	-12%
12	CCc1ccc(NC(=O)c2ccc(F)c(S(=O)(=O)N3CCc4ccccc4C3)c2)cc1	22%	-1%	-13%	-10%[60.1 µM]	-13%
13	CCN1C(=O)[C@H]2[C@@H](c3ccc(-c4ccc(OC)cc4)c(OC)c3)N[C@@](Cc3ccccc3)(C(=O)OC)[C@H]2C1=O	-1%	.	.	2%	-9%
14	Cc1ccc(C(=O)OCCn2cc(C#N)c(=O)[nH]c2=O)cc1	3%	-21%	-23%	-15%	8%
15	CCc1nnc2cccc(Cl)n12	-2%	-3%	37%[activator]	-9%	-13%
16	Cn1c(SCc2cccnc2)nnc1-c1c[nH]c2ccccc12	-7%	2%	11%	-5%	-9%

item	JMJD2A Tudor	BLM helicase inh	APE1 inh	G9a block
9	-3%	-10%	0%	89µM*
10	3%[57.1 µM]	-2%	1%	11%[59 µM]
11	79µM*	.	-11%	.
12	-18%	-7%	.	-2%[59 µM]
13	-22%	.	-22%	.
14	-1%	-2%	-5%	-17%
15	-19%	2%	9%	-28%
16	-8%	-8%	-3%	-4%

(cont.)
item	SMILES	POLI inh	BAZ2B inh	POLB inh	Pol kappa inh	POLH inh
17	Cc1cc(C)n(CCc2nc3c4ccccc4nc(N4CCN(c5ccc(F)cc5)CC4)n3n2)n1	-7%	3%	36%	3%	0%
18	Cn1c(=O)n(C)c2cc([N+](=O)[O-])c(N3CCN(C(=O)c4cccc(F)c4)CC3)cc21	65%[activator]	50µM*	13%	0%	-16%
19	CCN(C(=O)COC(=O)CCc1ccccc1)c1ccccc1	39%[activator]	-4%	13%	-11%	-3%
20	CN(C)c1ccc(C2NCC(CCl)O2)cc1 (stereo not given)	?	?	28%	2%	-10%
21	COc1cc2c(cc1CNC[C@H]1O[C@@H](n3cnc4c(N)ncnc43)[C@H](O)[C@@H]1O)OCO2	20%	.	.	3%	-2%
22	CCOC(=O)C1CCCN(C(=O)c2cc(Cl)ccc2Cl)C1 (stereo not given)	-5%	-3%	-4%	-4%	-4%
23	COc1ccc(CCN(C)C(=O)c2cc(S(=O)(=O)N3CCCCCC3)ccc2OC)cc1OC	14%	5%	.	2%	-22%
24	CCOC(=O)CN1C(=O)N[C@@H](c2cccc(C(F)(F)F)c2)[C@@H](C(=O)OC)[C@H]1C	26%	.	.	-15%	-4%

item	JMJD2A Tudor	BLM helicase inh	APE1 inh	G9a block
17	-10%	0%	.	-1%[59 µM]
18	-13%	-3%	0%	?
19	-3%	-5%	21%	3%
20	-16%	-16%	0%	9%[0.501 µM]
21	-3%	.	-5%	.
22	-11%	-1%	-3%	45µM*
23	-1%	.	-1%	6%[0.501 µM]
24	-17%	-2%[12.4 µM]	2%[12.4 µM]	.

Other compounds.
item	SMILES	POLI inh	BAZ2B inh	POLB inh	Pol kappa inh	POLH inh
25	NC(=O)CC(NC(=O)c1ccccc1)c1ccc(NCc2ccc(F)c(F)c2)c([N+](=O)[O-])c1 (stereo not given)	2%	?	-9%	3%	-6%
26	Cc1cc(-c2n[nH]c(=S)n2/N=C/c2ccc(Cl)c([N+](=O)[O-])c2)n[nH]1	-10%	?	12%	-16%	-10%
27	COc1cccc(NC(=O)CN2CCN(c3nc(-c4cccc(OC)c4)cs3)CC2)c1	11%	-11%	7%	-5%	-9%
28	COc1ccc(C(=O)NNC(=O)c2ccccc2[N+](=O)[O-])cc1[N+](=O)[O-]	53%[activator]	-9%	-3%	-9%	6%
29	Clc1cccc(-n2ncc3c(N4CCN(Cc5ccccc5)CC4)ncnc32)c1	18%	-1%	4%	-5%[60.1 µM]	-20%
30	CN(C)S(=O)(=O)Oc1cccc(C(=O)Nc2ccc(Cl)cc2)c1	13%	-1%	-20%	-15%	-22%
31	Cn1cccc1C(=O)N1CCC2(CCCN(Cc3nccs3)C2)CC1	.	.	.	8%[60.1 µM]	.
32	CCOC(=O)Cc1c(C)nc2c(-c3ccccc3)c(-c3ccccc3)[nH]n2c1=O	-10%	-3%	4%	-12%	-4%

item	JMJD2A Tudor	BLM helicase inh	APE1 inh	G9a block
25	?	-2%	6%	71µM*
26	40µM*	2%	20%	1.4µM*
27	-27%[57.1 µM]	-7%	1%	10µM*
28	-7%	3%	8%	.
29	-11%	-6%	.	2%[59 µM]
30	1%	-15%	-6%	43%[activator]
31	.	1%	3%	1%[12.7 µM]
32	-10%	-7%	-4%	17%

Further compounds:
item	SMILES	POLI inh	BAZ2B inh	POLB inh	Pol kappa inh	POLH inh
33	CC(C)C(=O)OCC(=O)Nc1ccc(N=Nc2ccccc2)cc1	-11%	40µM*	2%	-14%	-14%
34	CC(C)N(C(=S)NC1CC2CCC1C2)c1ccccc1 (stereo not given)	13%	-3%	-1%	-1%	-12%
35	COC(=O)Cc1csc(Nc2ccccc2Cl)n1	31%[activator]	6%	?	3%	-11%
36	CCc1ccc(NC(=O)CN2C(=O)C(=O)N(Cc3ccccc3)C2=O)cc1	.	-17%	0%	.	.
37	COC(=O)c1ccccc1S(=O)(=O)NNC(=O)Nc1ccccc1	49%[activator]	-2%	4%	6%	-11%
38	Clc1ccc(-c2nnn(Cc3nc4ccccc4s3)n2)cc1	8%	72%[activator]	1%	-16%	1%
39	Cc1ccc(NC(=O)CSc2nc(NS(=O)(=O)c3ccccc3)cc(=O)[nH]2)cc1	?	?	22µM*	22µM*	22µM*
40	CCOC(=O)C1=NN(c2ccccc2)C(=O)C1	-21%	-37%	6%	-3%	-17%

item	JMJD2A Tudor	BLM helicase inh	APE1 inh	G9a block
33	35µM*	-2%	-7%	45µM*
34	42%[activator]	0%	1%	78%[activator]
35	-24%	4%	16%	14%[59 µM]
36	.	0%	4%	6%
37	2%	-2%	11%	-8%[2.33 µM]
38	38%[activator]	-9%	7%	33%
39	50µM*	?	?	?
40	-5%	-7%	28%	.

By substructure, those above with fluorine
item	SMILES	POLI inh	BAZ2B inh	POLB inh	Pol kappa inh	POLH inh
2	O=C(NCCCN1CCCC1)c1ccc2c(c1)N(Cc1ccccc1F)C(=O)c1ccccc1S2(=O)=O	3%	-23%	-8%	-1%	-12%
12	CCc1ccc(NC(=O)c2ccc(F)c(S(=O)(=O)N3CCc4ccccc4C3)c2)cc1	22%	-1%	-13%	-10%[60.1 µM]	-13%
17	Cc1cc(C)n(CCc2nc3c4ccccc4nc(N4CCN(c5ccc(F)cc5)CC4)n3n2)n1	-7%	3%	36%	3%	0%
18	Cn1c(=O)n(C)c2cc([N+](=O)[O-])c(N3CCN(C(=O)c4cccc(F)c4)CC3)cc21	65%[activator]	50µM*	13%	0%	-16%
24	CCOC(=O)CN1C(=O)N[C@@H](c2cccc(C(F)(F)F)c2)[C@@H](C(=O)OC)[C@H]1C	26%	.	.	-15%	-4%
25	NC(=O)CC(NC(=O)c1ccccc1)c1ccc(NCc2ccc(F)c(F)c2)c([N+](=O)[O-])c1 (stereo not given)	2%	?	-9%	3%	-6%

item	JMJD2A Tudor	BLM helicase inh	APE1 inh	G9a block
2	-17%	1%	53%	?
12	-18%	-7%	.	-2%[59 µM]
17	-10%	0%	.	-1%[59 µM]
18	-13%	-3%	0%	?
24	-17%	-2%[12.4 µM]	2%[12.4 µM]	.
25	?	-2%	6%	71µM*

Continuation.
item	SMILES	POLI inh	BAZ2B inh	POLB inh	Pol kappa inh	POLH inh
41	CN(CCOc1ccc(-c2ccn(S(=O)(=O)c3cccc4ccccc34)n2)cc1)c1ccccn1	10%	2%	-5%	-7%	-6%
42	Cn1c(SCC(=O)NC(C)(C)C)nnc1-c1cccc(NC(=O)c2ccccc2F)c1	31%[activator]	7%	3%	5%	10%
43	COc1ccc(S(=O)(=O)Nc2ccccc2C(=O)NCc2cccnc2)cc1	63%[activator]	8%	33%	4%	-18%
44	Cc1cccc(C)c1NC(=O)N1CCN(c2nc3ccccc3s2)CC1	22%	-4%	-1%	-21%	10%

item	JMJD2A Tudor	BLM helicase inh	APE1 inh	G9a block
41	-22%	-5%	-4%	-1%[59 µM]
42	?	-2%	-4%	?
43	4%	0%	-3%	7%
44	-16%	-4%	-1%	-3%[59 µM]

Assay outcomes from PubChem BioAssay.
